LmPK inh = inhibitors of Leishmania mexicana pyruvate kinase; Potency, µM (top dose mostly 57.5 µM), for the others: at the highest dose activity change, negative = inhibition, actives largely listed as inhibitors; purified LmPK, Kinase-Glo ATP luminescence, 1 h; 290,000 compounds, 0.37% hits; Q27686; note: potency is the fitted concentration of half-maximal effect; % is set by controls: 0 for no effect and ±100 for the full control effect
Target sequence (Q27686 whole entry, looked up): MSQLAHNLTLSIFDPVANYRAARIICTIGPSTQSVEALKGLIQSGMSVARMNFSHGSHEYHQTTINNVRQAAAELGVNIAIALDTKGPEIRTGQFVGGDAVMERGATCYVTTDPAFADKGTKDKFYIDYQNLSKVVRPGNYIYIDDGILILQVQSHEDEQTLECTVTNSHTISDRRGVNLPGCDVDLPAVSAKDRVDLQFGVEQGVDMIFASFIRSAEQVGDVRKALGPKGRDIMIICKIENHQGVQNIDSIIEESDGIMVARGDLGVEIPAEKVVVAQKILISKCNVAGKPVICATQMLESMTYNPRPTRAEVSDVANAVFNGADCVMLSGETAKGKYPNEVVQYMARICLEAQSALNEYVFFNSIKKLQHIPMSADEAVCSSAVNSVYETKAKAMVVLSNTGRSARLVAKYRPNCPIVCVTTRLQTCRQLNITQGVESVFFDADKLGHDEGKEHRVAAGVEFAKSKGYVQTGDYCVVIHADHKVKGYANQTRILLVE
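In 50 mM imidazole pH 7.2 with 7 mM MgCl2, LmPK (0.1 nM) turned over PEP (0.5 mM) and ADP (0.1 mM) for 1 h at room temperature. Luciferase read-out of ATP.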
HCV inhibitor = blocks hepatitis C virus. Potency, µM (top dose mostly 41.8 µM), without a hit: at the top dose activity change, negative = inhibition, usual class: inhibitors. Huh7.5.1 HCVcc-Cre infection, luciferase reporter, 44 h. 340,000 compounds, 3.4% hits; note: potency is the fitted concentration of half-maximal effect; % is set by controls: 0 for no effect and ±100 for the full control effect
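After 44 h co-culture of compound, cells and HCVcc-Cre (~0.5 moi), substrate is added for 15 min at room temperature and luciferase measured over 15 sec. Cells were seeded at 1,000/well and pre-cultured 4 h.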
Shiga inhibitor = blocks Shiga toxin action in Vero cells; Vero cells, Shiga toxin protein synthesis inhibition reporter; inhibition, % at 38.7 µM; 290,000 compounds, 9.2% hits; AID 2315; in the data active = inhibition mostly above about 28%, no sharp cut-off; inactive = mostly below about 43%; note: 0% is about no effect
Tb PYK inh = blocks Trypanosoma brucei pyruvate kinase | Q57TT1 | TbPYK enzyme, Kinase-Glo Plus ATP luminescence, 45 min | Potency, µM (series often up to 76.8 µM), for the others: top-dose activity, negative = inhibition, actives largely listed as inhibitors | 410,000 compounds, 0.12% hits | AID 624173; note: potency is the fitted concentration of half-maximal effect; % is set by controls: 0 for no effect and ±100 for the full control effect; nearly all actives have a fitted effect of over 50% in size
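Assay buffer: 50 mM TEA pH 7.2, 100 mM KCl, 10 mM MgCl2, 0.05% BSA, 0.01% Tween-20. Pyruvate kinase from T. brucei plus substrate met compound, then ADP (130 uM final). Luminescence was read post 45 min RT.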
Pf growth 48h = P. falciparum growth inhibition at 48 hours (one generation) | P. falciparum luciferase growth in erythrocytes, 48 h | Potency, µM (highest dose often 28.7 µM), inactives show at the top dose activity change, negative = inhibition, usual class: inhibitors | 310,000 compounds, 5.9% hits | AID 504832; note: potency is the fitted concentration of half-maximal effect; % is set by controls: 0 for no effect and ±100 for the full control effect
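Parasite viability was followed by luminescence of a genomically integrated firefly luciferase. Cultures held 0.1% parasitemia at 2% hematocrit (final), incubated under 5% CO2 at 37 C.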
CHX counter = counter-screen hit for Shiga toxin inhibitors, cycloheximide; cell reporter, cycloheximide protein synthesis inhibition counterscreen; 300,000 compounds, 12% hits; AID 2314; max response, %; in the data active = max response mostly above about 13%, no sharp cut-off; inactive = mostly below about 14%; note: read at 38.3 µM for the half of the compounds with a filed dose; 0% is about no effect
Pf growth 96h = P. falciparum growth inhibition at 96 hour, primary screen for plastid delayed-death inhibitors; P. falciparum luciferase reporter growth, 96 h; 320,000 compounds, 6.9% hits; Potency, µM (top dose mostly 28.7 µM), for inactives: at the top dose activity change, negative = inhibition, usual class: inhibitors; AID 504834; note: potency is the fitted concentration of half-maximal effect; % is set by controls: 0 for no effect and ±100 for the full control effect
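Parasite growth measured via integrated firefly luciferase reporter in P. falciparum. Infected erythrocytes at 2% hematocrit, 0.05% parasitemia final were treated 96 hours at 37 C under 5% CO2, and luminescence was read.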
The depositor's hits bear a star; ? = inconclusive; nt = no result given; & = joins results of further samples; [ ] = remark or other dose. Unless noted, calls come from the whole dose curve; as a rule, active = well fitted curve in the direction sought with a large enough effect; inconclusive = small, poorly fitted or top-dose-only effect, or another doubt; inactive = no such curve, though single readings can be large; an effect the other way counts as inactive or inconclusive.

SMILES | LmPK inh | HCV inhibitor | Shiga inhibitor | Tb PYK inh | Pf growth 48h | CHX counter | Pf growth 96h
CN(c1ccccc1)S(=O)(=O)c1cccc(C(=O)Nc2ccc3c(c2)CCC3)c1 | 2.1% | ? | 81.9* | -5.5% | ? | 20.5* | ?
COc1ccc(N(C)C(=O)c2ccc3snnc3c2)cc1 | 4.0% | 14.4% | 20.8 | 3.8% | 0.3% | 5.3 | 10.4µM*
COc1ccc(/C=N/NC(=O)CNC(=O)c2cccs2)cc1 | 0.1% | 9.2% | 45.2 | -1.3% | 45.5%[activator] | 16.9 | 12.3%
C/C(=N\OC(=O)c1c(-c2c(F)cccc2Cl)noc1C)c1nccs1 | 4.0% | -3.6% | 5.7 | 5.4% | 20.7% | 7.5 | ?
CC(=O)N(c1cccc(C(F)(F)F)c1)c1nc(/C=C/C(=O)O)cs1 | 2.4% | -2.1% | -6.0 | 6.6% | 14.8% | -0.7 | -6.0%
CSC1=NCCN1C(=O)c1ccc2ccccc2c1 | 1.2% | 5.7% | 48.4 | 0.6% | -8.2% | 7.1 | 15.1%
CSc1nnc(C)c(=O)n1COC(=O)COc1ccc(Cl)cc1Cl | 14.2% | 7.9% | 10.2 | 1.8% | 17.8% | -2.3 | ?
N#CCCn1c(SCC(=O)Nc2ccc(N3CCOCC3)cc2)nc2ccccc21 | -1.7% | -12.3% | 19.2 | 4.8% | -10.9% | -1.2 | ?
O=C(NC1CCCCCCC1)c1ccc2c(c1)OCO2 | ? | 0.8% | 47.9* | 2.8% | -60.0% | 41.8* | 1.7%
N#Cc1ccc(S(=O)(=O)NCC(=O)OCC(=O)NCCc2ccccc2)cc1 | -0.4% | 10.0% | -5.8 | 9.6% | -1.9% | 1.2 | 0.6%
Cc1c(C(=O)c2ccc(F)cc2F)c2ccccn2c1CCC#N | 6.5% | -3.4% | 9.2 | -9.9% | -12.6% | 12.4 | -9.0%
CCCCN(CCCC)S(=O)(=O)c1ccc(NC(=O)CN2CCOCC2)cc1 | 10.0% | -3.5% | -18.9 | 1.2% | nt | 4.3 | ?
CNC(=O)CCSSCCC(=O)NC | -1.4% | 9.1% | -6.5 | -10.9% | 19.3% | -3.1 | 4.0%
CCOc1ccc(CN(C)C(=O)c2ccc3c(c2)NC(=O)C(C)S3)cc1OC (stereo unspecified) | nt | 12.6µM* | nt | 5.3% | ? | nt | ?
Cc1ccnc(NC(=O)CCC(=O)N(CC(=O)NCc2ccc(F)cc2)CC2CCCO2)c1 (stereo unspecified) | -4.6% | -1.3% | 14.2 | -1.2% | -12.8% | -2.3 | -24.5%
Cc1cc(N2C(=O)c3ccc(C(=O)NCc4ccccc4)cc3C2=O)no1 | 9.8% | -0.7% | -4.1 | -9.8% | nt | -5.3 | nt
Cn1c(=O)c2c(nc(SCCNS(=O)(=O)c3ccccc3)n2C)n(C)c1=O | 1.8% | -2.0% | -13.5 | 1.5% | ? | -1.7 | 14.7µM*
Cc1ccc(OCCC(=O)OCC(=O)Nc2cc(C)cc(C)c2)cc1 | 2.5% | -2.2% | -4.6 | 7.0% | 48.8%[activator] | -1.9 | 34.5%[activator]
CC(C)Cn1c(SCC(=O)NCCCN2CCCC2=O)nc2ccccc21 | nt | 2.2% | nt | 1.2% | -1.5% | nt | 22.3%
O=C1N(CC(=O)N2CCc3ccccc32)CCN1Cc1ccc(Cl)cc1 | 1.2% | -2.0% | -21.9 | 2.1% | -14.3% | -2.6 | -14.0%
CC(=O)c1cccc(NC(=O)c2cc(Cl)sc2Cl)c1 | -2.0% | -11.9% | 39.4* | -1.8% | 55.5%[activator] | 24.8* | 97.4%[activator]
CCn1cc(C(=O)N[C@@H](C)C(=O)OC)c(=O)c2cc3c(cc21)OCO3 | -6.2% | 2.9% | -3.7 | 0.0% | 5.2% | -1.1 | 8.2%
CC(=O)N1CCN(C(=O)CCc2nc3sc4c(c3c(=O)[nH]2)CCCC4)CC1 | 1.4% | 17.5% | -7.5 | -4.0% | -27.6% | -2.4 | ?
O=C(/C=C/c1ccco1)Nc1cccnc1Cl | 15.8µM* | 8.2% | 157.1* | ? | 185.8%[activator] | 45.5* | 100.5%[activator]
Cc1c(Cl)cccc1NC(=O)CSCC(N)=O | -4.1% | 12.9% | -3.9 | 4.2% | 3.2% | -3.3 | nt

Reprinted from the part before: 2 compounds, then new ones.
SMILES | LmPK inh | HCV inhibitor | Shiga inhibitor | Tb PYK inh | Pf growth 48h | CHX counter | Pf growth 96h
O=C(/C=C/c1ccco1)Nc1cccnc1Cl | 15.8µM* | 8.2% | 157.1* | ? | 185.8%[activator] | 45.5* | 100.5%[activator]
Cc1c(Cl)cccc1NC(=O)CSCC(N)=O | -4.1% | 12.9% | -3.9 | 4.2% | 3.2% | -3.3 | nt
COc1cc2c(cc1NC(=O)CSc1nnc(Cc3cccs3)n1Cc1ccco1)oc1ccccc12 | 1.5% | 2µM* | 11.5 | -10.2% | nt | -0.5 | ?
O=C1N=c2ccccc2=C1c1c(O)n(-c2cccc(F)c2)[nH]c1=O | -13.8% | 34.1%[activator] | 1.7 | ? | -3.3% | -4.4 | -5.3%
Cc1nn(Cc2ccc(C(=O)N3c4ccc(F)cc4CCC3C)o2)c(C)c1Br (stereo unspecified) | 16.8% | -28.0% | -8.2 | -7.6% | nt | 9.1 | 13.1µM*
Cn1c(=O)c2[nH]c(N3CCN(c4cccc(O)c4)CC3)nc2n(C)c1=O | -0.8% | -11.8% | -8.1 | 1.0% | -15.4% | 2.2 | ?
O=C(COC(=O)c1ccccc1OC(F)F)Nc1ccc2[nH]c(=O)[nH]c2c1 | nt | 8.5% | nt | -3.9% | 2.3% | nt | 10.3%
CCS(=O)(=O)c1nc(S(=O)(=O)c2ccc(Cl)cc2)c(N2CCN(CCO)CC2)s1 | -1.6% | -4.3% | -2.9 | 6.4% | 1.0% | -1.4 | 20.7%
CCOC(=O)c1ccc(Oc2cn[nH]c2-c2ccc(OCC(=O)NN)cc2O)cc1 | -1.9% | -23.9% | 2.1 | 2.2% | ? | -1.4 | ?
C[C@@H]1CN(C(=O)c2cc(COc3cccc(C(F)(F)F)c3)on2)C[C@H](C)O1 | -9.5% | -24.1% | -11.8 | 5.7% | ? | 19.4 | 7.6%
CCOC(=O)c1ccc(NC(=O)Cn2nnc(-c3ccccc3F)n2)cc1 | 3.1% | -14.1% | -14.7 | -5.9% | -16.1% | -6.8 | 13.4%
CN(Cc1ccco1)C(=O)Cn1c(=O)oc2cc(S(=O)(=O)NCc3ccccc3)ccc21 | 4.7% | -4.2%&-21.4% | 0.3 | -3.0% | -0.5% | -3.1 | -108.9%
O=C(Cn1c(NCCO)nc2ccccc21)c1ccc(F)cc1 | -1.3% | 14.0% | -7.9 | -2.8% | -26.9% | -1.7 | -13.9%
CCOC(=O)NC(=O)/C(N=Nc1cccc(C(F)(F)F)c1)=C(\C)O | 1.5% | 14.9% | -7.9 | 1.3% | -30.6%[1.15 µM] | -3.7 | -31.8%[1.15 µM]
Cc1ccccc1NC(=O)Nc1ccc2c(c1)CCC2 | 2.1% | -16.3% | 103.5* | 7.0% | 93.8%[activator] | 28.3* | -20.2%
COc1ccc(-c2noc(C3CCCN(C(=O)Nc4ccccc4)C3)n2)cc1 (stereo unspecified) | 1.1% | ? | -13.4 | 1.0% | 2.6% | -3.8 | 3.3%
O=C(CSc1ccc(-c2cccc([N+](=O)[O-])c2)nn1)NCc1ccccc1 | 10.3% | ? | -5.5 | 0.6% | 8.0% | -1.6 | 0.0%
CC(=O)c1ccc(Nc2nc(N3CCOCC3)nc(N3CCOCC3)n2)cc1 | -1.2% | -12.1% | 31.4 | 5.5% | -4.3% | 17.2* | -23.1%
COc1cc(NS(=O)(=O)c2ccc(OC)c(C)c2C)c(OC)cc1Cl | -3.2% | 10µM* | -12.4 | -4.6% | ? | 2.5 | nt
Cc1ccc(NC(=O)CC2C(=O)N(Cc3ccccc3)C(=S)N2NC(=O)c2ccccc2)c(C)c1 (stereo unspecified) | 1.3% | -1.7% | -10.3 | -11.3% | ? | -4.3 | ?
CC(=O)/C=C1/C(=O)Nc2ccccc21 | -8.0% | -6.6% | -7.9 | 6.9% | -23.4% | -12.0 | 2.3%
O=C(c1ccc(N2C(=O)CCC2=O)cc1)N1CCOCC1 | 1.2% | 3.5% | 24.0 | -0.2% | 8.1% | -2.3 | 53.5%[activator]
Cc1cccc(-n2c3nc(=O)[nH]c(=O)c-3cc3c(C)nn(-c4ccccc4)c32)c1 | 1.2% | 0.0% | -3.4 | nt | -4.3% | 1.1 | -9.8%
CC(=O)Nc1ccc(NC(=O)Cc2sc(C)nc2-c2ccc(C)cc2)cc1 | -0.6% | 6.7% | -8.6 | -0.1% | -22.3% | -4.4 | ?
CCCCc1nnc(NC(=O)CCc2ccccc2)s1 | 5.4% | 15.3% | 11.7 | -1.7% | -8.2% | 3.7 | ?
Cc1ccc(-n2nnnc2C(Cl)c2nnnn2-c2ccc(C)cc2)cc1 | 5.7% | 8.8% | 22.6 | -6.8% | -2.5% | -0.2 | ?
CCCCOC(=O)C1=C(C)NC(=O)NC1c1ccc(OC)cc1 (stereo unspecified) | 2.4% | -3.4% | -5.5 | 12.3% | 23.0% | -2.3 | -26.6%
CN(CC(=O)Nc1ccc(F)c(F)c1F)C(=O)Cc1ccc2c(c1)OCCO2 | -1.6% | 2.9% | -4.6 | 3.4% | 4.5% | -1.9 | -6.6%
CN1CCN(C(=S)Nc2cc([N+](=O)[O-])ccc2Cl)CC1 | -6.8% | -6.3% | -1.8 | -7.0% | 18.5% | 11.3* | 9.9%

Three entries from above in another layout:
Compound	LmPK inh	HCV inhibitor	Shiga inhibitor	Tb PYK inh	Pf growth 48h	CHX counter	Pf growth 96h
CC(=O)Nc1ccc(NC(=O)Cc2sc(C)nc2-c2ccc(C)cc2)cc1	-0.6%	6.7%	-8.6	-0.1%	-22.3%	-4.4	?
CCCCc1nnc(NC(=O)CCc2ccccc2)s1	5.4%	15.3%	11.7	-1.7%	-8.2%	3.7	?
Cc1ccc(-n2nnnc2C(Cl)c2nnnn2-c2ccc(C)cc2)cc1	5.7%	8.8%	22.6	-6.8%	-2.5%	-0.2	?

Retrieved by structure from above (4):
SMILES | LmPK inh | HCV inhibitor | Shiga inhibitor | Tb PYK inh | Pf growth 48h | CHX counter | Pf growth 96h
O=C(COC(=O)c1ccccc1OC(F)F)Nc1ccc2[nH]c(=O)[nH]c2c1 | nt | 8.5% | nt | -3.9% | 2.3% | nt | 10.3%
O=C1N=c2ccccc2=C1c1c(O)n(-c2cccc(F)c2)[nH]c1=O | -13.8% | 34.1%[activator] | 1.7 | ? | -3.3% | -4.4 | -5.3%
Cc1nn(Cc2ccc(C(=O)N3c4ccc(F)cc4CCC3C)o2)c(C)c1Br (stereo unspecified) | 16.8% | -28.0% | -8.2 | -7.6% | nt | 9.1 | 13.1µM*
CN(CC(=O)Nc1ccc(F)c(F)c1F)C(=O)Cc1ccc2c(c1)OCCO2 | -1.6% | 2.9% | -4.6 | 3.4% | 4.5% | -1.9 | -6.6%

From PubChem

The order is random. About 24% of those tested had a hit in this group.
